# Ub-GFP proteasome = ubiquitin-GFP accumulation via proteasome inhibition | Ubiquitin-GFP reporter cells, proteasome inhibition, GFP fluorescence; response scale: untreated = 0%, 10 µM MG-132 = 100% | Potency, µM (titrated, usually from 45.9 µM), inactives show at the highest dose activation (GFP accumulation), usual class: activators | 67,000 tested, under 10 active; active = well fitted activation curve with a large enough effect, not every such curve was filed as active; inconclusive = small, poorly fitted or top-dose-only effect, or another doubt; inactive = no such curve, though single readings can be large or run the other way; also: potency is read from the fitted curve at half-maximal effect
#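 GFP accumulation read-out: laser plate cytometry counting ubiquitin(G76V)-GFP-expressing U2OS cells after 4 hr compound exposure at 37 °C. Titrations spanned 46 uM to 2.9 nM; 0% = basal, 100% = 10 uM MG-132; concentration-response curves fitted.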
# HADH2 inhib = inhibitors of human HADH2 dehydrogenase; Q99714; recombinant HADH2, NADH fluorescence, beta-hydroxybutyryl-CoA; Potency, µM (doses to about 57.1 µM), inactives show at the highest dose activity change, negative = inhibition, usual class: inhibitors; hit rate 3.4% among 73,000; also: potency is read from the fitted curve at half-maximal effect; % is scaled to controls: 0 for no effect and ±100 for the full control effect; nearly all actives have a fitted effect of over 60% in size; many of its hits are not listed in these tables
# Target sequence (Q99714 whole entry, looked up, one chain of several): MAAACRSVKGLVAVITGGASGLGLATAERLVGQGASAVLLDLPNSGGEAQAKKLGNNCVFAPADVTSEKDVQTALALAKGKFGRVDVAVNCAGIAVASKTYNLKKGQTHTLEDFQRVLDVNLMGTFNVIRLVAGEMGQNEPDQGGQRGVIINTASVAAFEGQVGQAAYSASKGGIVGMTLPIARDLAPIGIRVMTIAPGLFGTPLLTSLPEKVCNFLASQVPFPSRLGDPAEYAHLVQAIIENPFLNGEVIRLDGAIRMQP
#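 Activity measured as NADH fluorescence gain (360/450 nm), taken as the change between first and last reads of a 4-min kinetic run. Conditions: pH 9.0 Tris buffer, 20 nM E. coli-expressed His-tagged enzyme, 1 mM NAD+, 90 uM beta-hydroxybutyryl-CoA; 15-min compound preincubation.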
# Epigenetic mod = derepresses silenced GFP locus in mouse C127i cells; Potency, µM (doses to about 46.1 µM), for inactives: top-dose GFP derepression (activation); mouse C127i GFP locus derepression, cytometry, 30 h; hit rate 0.09% among 68,000; also: % of control where 0% means no effect
#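 Locus derepression in mouse mammary C127i cells whose integrated CMV-GFP reporter is normally silent; GFP expression after 30 h compound treatment was quantified by counting fluorescent cells.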
# Hsp90 Hop PPI = changes Hsp90-Hop TPR2A binding signal, up or down | AlphaScreen TPR2A-His6 binding biotin-Hsp90 C-terminal peptide | Potency, µM (series often up to 57 µM), for inactives: at the highest dose activity change, negative = inhibition | hit rate 0.44% among 71,000; active = well fitted curve in either direction with a large enough effect; inconclusive = small, poorly fitted or top-dose-only effect, or another doubt; also: potency is read from the fitted curve at half-maximal effect; % is scaled to controls: 0 for no effect and ±100 for the full control effect; many of its hits are not listed in these tables
# HBB splicing = alters splicing of the hemoglobin beta chain | hit rate 0.06% among 65,000 | Potency, µM (highest dose often 46.1 µM), without a hit: at the highest dose activation, usual class: activators | HBB splicing reporter cell assay, activation; EGFP reporter with mutant IVS2-654 intron; response scale: normalised to 500 nM splice-correcting PNA | AID 925; also: potency is read from the fitted curve at half-maximal effect; 0% is about no effect
#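 HeLa cells stably expressing EGFP interrupted by mutant beta-globin intron 2 (IVS2-654), 500/well in 2% FCS. Treated with compound for 2 days at 37C. Splicing correction scored as total well GFP intensity (488 nm excitation, 500-520 nm emission); 500 nM antisense PNA served as control.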
# Pol III holo inh = blocks replication by bacterial DNA polymerase III holoenzyme; AID 603; hit rate 0.25% among 71,000; reconstituted DNA polymerase III holoenzyme replication, biochemical; Potency, µM (highest dose often 57.1 µM), inactives show at the top dose activity change, negative = inhibition; also: potency is read from the fitted curve at half-maximal effect; % is scaled to controls: 0 for no effect and ±100 for the full control effect
#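 Reconstituted *E. coli* holoenzyme (0.35 nM Pol III, 1 nM beta, 154 nM SSB, 2 nM primase) was preincubated with compound for 15 min at RT. Synthesis on 1.4 nM ssM13Gori ran 35 min, then was stopped with PicoGreen/EDTA and read as dsDNA fluorescence.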
# BRCT inh red = inhibitors of human BRCA1 BRCT-phosphoprotein interaction (red fluorophore); hit rate 0.03% among 75,000; Potency, µM (series often up to 76.9 µM), inactives show at the top dose activity change, negative = inhibition, actives largely listed as inhibitors; BRCT-phosphopeptide binding, red fluorescence polarization; also: % is scaled to controls: 0 for no effect and ±100 for the full control effect
#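 Fluorescence polarization: 100 nM His-tagged BRCA1 BRCT with 100 nM TAMRA-labelled phospho-BACH1 decapeptide, phosphate buffer pH 7.3 with 150 mM NaCl, DTT, 0.01% Tween 20; 12 min RT. Binding inhibition seen as FP decrease.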
# CRE-bla Fsk = modulators of forskolin-stimulated CRE signaling in CHO cells; CHO CRE-bla reporter (cAMP response element driving beta-lactamase), forskolin EC10, beta-lactamase ratio; Potency, µM (highest dose often 38.2 µM), for the others: top-dose activity change, negative = inhibition, actives largely listed as activators; hit rate 2.5% among 71,000; active = well fitted activation curve with a large enough effect in the signal ratio, with a control signal flat, not every such curve was filed as active; inconclusive = small, poorly fitted or top-dose-only effect, or effect the other way, or a change in a side signal; the % refers to the signal ratio; also: potency is read from the fitted curve at half-maximal effect; % of control where 0% means no effect
#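 Modulation of forskolin signalling: compounds in titration series added with EC10 NKH 477 to CHO cells carrying a CRE-driven beta-lactamase reporter, 3 h, 37C. CCF4 FRET ratio (460/530 nm, ex 405 nm) gives %activity and AC50.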
# USP2a inh = blocks human ubiquitin-specific protease USP2a | O75604 | USP2a enzymatic assay, qHTS inhibition | Potency, µM (top dose mostly 38.3 µM), for the others: top-dose activity change, negative = inhibition, most hits filed as inhibitors | hit rate 0.1% among 60,000 | AID 927;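 also: potency is read from the fitted curve at half-maximal effect; nearly all actives have a fitted effect of over 60% in size; plate controls were DMSO for no effect and NEM full inhibition control for full effect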
# Target sequence (O75604 whole entry, looked up): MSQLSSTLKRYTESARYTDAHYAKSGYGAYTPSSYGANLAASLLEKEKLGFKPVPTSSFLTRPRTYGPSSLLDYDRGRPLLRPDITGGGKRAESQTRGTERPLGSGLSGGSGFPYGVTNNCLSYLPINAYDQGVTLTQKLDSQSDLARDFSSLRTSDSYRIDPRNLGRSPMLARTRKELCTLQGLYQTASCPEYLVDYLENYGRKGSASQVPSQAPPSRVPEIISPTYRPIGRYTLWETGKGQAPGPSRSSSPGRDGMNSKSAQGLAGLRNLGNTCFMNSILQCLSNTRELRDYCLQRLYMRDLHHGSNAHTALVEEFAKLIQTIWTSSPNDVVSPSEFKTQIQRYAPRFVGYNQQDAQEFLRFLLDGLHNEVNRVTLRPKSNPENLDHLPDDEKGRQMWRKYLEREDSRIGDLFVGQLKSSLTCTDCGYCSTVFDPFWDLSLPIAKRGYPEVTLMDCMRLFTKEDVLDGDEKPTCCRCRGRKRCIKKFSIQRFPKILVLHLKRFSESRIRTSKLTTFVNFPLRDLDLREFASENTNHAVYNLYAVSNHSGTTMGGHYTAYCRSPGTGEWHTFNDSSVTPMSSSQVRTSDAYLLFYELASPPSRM
#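 Coupled readout: USP2-cleaved Ub-PLA2 (20nM final) turns over NBD C6-HPC (20uM final), Ex 460nm/Em 535nm after 2.5 h, time-zero read flagging artifacts. Enzyme (20nM final, pH 8.0 Tris) given 30 min RT with compound first; NEM defines full inhibition.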
# 15-hLO inh = 15-hLO (ALOX15) enzyme inhibition; P16050; purified 15hLO-1, xylenol orange hydroperoxide absorbance; Potency, µM (top dose mostly 57.1 µM), for the others: at the highest dose activity change, negative = inhibition, usual class: inhibitors; hit rate 1.4% among 74,000; also: potency is read from the fitted curve at half-maximal effect; % is scaled to controls: 0 for no effect and ±100 for the full control effect; nearly all actives have a fitted effect of over 55% in size
#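 Purified human 15hLO-1 (40 nM final) in 25 mM Hepes pH 7.5, 0.01% Triton X-100 was preincubated with compound 15 min at room temperature, then reacted 6 min with 50 uM arachidonic acid; hydroperoxide detected by Fe-XO, 573/405 nm absorbance ratio.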
# BRCT PPI green = BRCA1 BRCT-phosphoprotein interaction inhibition | P38398 | BRCA1 BRCT-phosphopeptide binding, green fluorescence polarization | Potency, µM (highest dose often 76.9 µM), without a hit: at the top dose activity change, negative = inhibition, hits mostly inhibitors | hit rate 0.05% among 75,000;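 also: potency is read from the fitted curve at half-maximal effect; plate controls were peptide without protein for full effect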
#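 Compounds were incubated for 12 min at room temperature with a complex of 100 nM fluorescein-tagged pBACH1 decapeptide and 250 nM His-tagged BRCT protein. Buffer was phosphate pH 7.3 with EDTA, DTT and Tween 20. Disruption of binding lowers the polarization signal.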
# * marks the source's active call; other numbers are inactive results; ? = inconclusive; · = no result given; [ ] = dose if it differs, or a comment. Unless noted, calls follow the shape of the dose curve; as a rule, active = well fitted curve in the direction sought with a large enough effect; inconclusive = small, poorly fitted or top-dose-only effect, or another doubt; inactive = no such curve, though single readings can be large; an effect the other way counts as inactive or inconclusive.
SMILES	Ub-GFP proteasome	HADH2 inhib	Epigenetic mod	Hsp90 Hop PPI	HBB splicing	Pol III holo inh	BRCT inh red	CRE-bla Fsk	USP2a inh	15-hLO inh	BRCT PPI green
O=C(Nc1ccc2c(c1)OCO2)Oc1ccccc1	-1%	-20%	2%	-5%	-1.9%	-5%	-0.4%	1%	22%	-8%	-0.6%
CC(=O)c1ccc(OC2C=CC(C#Cc3ccc(Br)cc3)OC2CO)cc1 (configuration not stated)	·	-5%[11.4 µM]	·	·	3.0%[9.22 µM]	·	-0.5%[15.4 µM]	·	·	-1%[11.4 µM]	-1.9%[15.4 µM]
CCOC(=O)N1CCc2c(sc(NC(=O)c3ccc(S(=O)(=O)N4CCCC4)cc3)c2C#N)C1	0%	5%	·	-2%	0.0%	-7%	1.7%	?	·	2%	3.0%
c1ccc(OCCCn2nnc(-c3ccc(N4CCOCC4)cc3)n2)cc1	2%	-16%	3%	-4%	-1.4%	-4%	-0.6%	-2%	2%	-6%	-0.8%
CCCC[C@@H]1C[C@H]1C(NC(=O)c1ccccc1)c1ccc(C(F)(F)F)cc1 (some centres not stated)	·	8%	·	?	-0.6%	-4%	-0.6%	13%	·	·	1.3%
COc1ccc(S(=O)(=O)NCC(=O)N(CC(=O)NCC2CCCO2)c2c(C)cccc2C)cc1 (configuration not stated)	3%	0%	2%	0%	·	-8%	0.4%	-2%	7%	-2%	-1.0%
CCN(CC)S(=O)(=O)c1ccc(NS(=O)(=O)c2cccc(C)c2)cc1	-4%	-10%	-1%	0%	0.2%[57.5 µM]	-4%	0.9%	14%	6%	5%	-0.9%
COC(=O)[C@H](Cc1ccccc1)NC(=O)N1CCCCC1C (some centres not stated)	-1%	4%	0%	-4%	-1.2%[57.5 µM]	-2%	-1.9%	5%	5%	8%	-2.2%
CCOc1ccccc1Nc1ncccc1C(=O)N1CCCC1	-4%	3%	-3%	-2%	-3.0%	3%	0.2%	9%	-3%	3%	0.8%
Fc1ccccc1N1CCN(c2nc3ccccc3n3nnnc23)CC1	0%	-23%	1%	?	8.2%	6%	-0.3%	?	35%[activator]	1%	-7.1%
O=C(NCn1ccc(=O)[nH]c1=S)c1ccccc1	-4%	-1%	-1%	-1%	1.6%	6%	0.4%	-1%	2%	-6%	-2.0%
CCOC(=O)c1csc(NC(=O)CSc2nnnn2-c2ccc(OC)cc2)n1	-4%	24%	0%	-1%	·	6%	2.3%	-2%	4%	0%	-2.1%
COc1ccc(CNc2ccnc(-c3ccccc3C(F)(F)F)n2)c(OC)c1	2%	1%	-3%[9.22 µM]	-3%	0.2%	0%	-1.4%	4%	-13%	?	-3.0%
COc1ccc2c(c1OC)C(=O)N(c1ccc3c(c1)CCC3)C2=O	2%	10%	3%	-5%	-1.0%	-4%	2.4%	?	0%	0%	-1.6%
Cc1ccc(S(=O)(=O)N2CCC(C(=O)O)CC2)cc1C(=O)O	0%	-1%	4%	-3%	-0.2%	-2%	0.4%	-1%	1%	7%	-1.0%
O=C(c1cccc(S(=O)(=O)N2CCCC2)c1)c1cccc(S(=O)(=O)N2CCCC2)c1	0%[9.17 µM]	6%[11.4 µM]	-2%	-1%[11 µM]	2.1%[0.0738 µM]	0%[11.4 µM]	-2.2%	?	11%[7.66 µM]	-3%[11.4 µM]	0.3%
Cc1ccc2oc(=O)c3cc(C(=O)NCCN4CCN(C)CC4)sc3c2c1	9%	-4%	·	-3%[2.3 µM]	0.3%	-6%	-0.1%	?	·	-3%	0.9%
O=C(Nc1cccnc1)c1cccs1	26%	5%	0%	-6%	0.4%	-4%	-0.7%	-16%	-1%	15%	1.4%
CC(=O)OCCN(CCOC(C)=O)c1c(C)[nH]c(=O)[nH]c1=O	1%	2%	0%	-1%	-0.6%[9.22 µM]	8%	-0.3%	-5%	-2%	5%	-2.1%
O=C(CSc1nc2ccccc2o1)c1ccc2c(c1)OCCO2	3%	6%	0%	1%	0.0%	8%	-0.1%	4%	-3%	-16%	0.1%
O=C(O)c1cccc(NC(=O)c2ccccc2)c1	26%	39%[activator]	-2%	1%	1.3%	-2%	-0.6%	0%	-3%	0%	-2.5%
CC(C)CCn1c(Cl)nc2c1c(=O)n(C)c(=O)n2C	-15%	-2%	0%	2%	3.8%	-4%	-2.7%	?	-2%	-5%	-1.0%
CCOc1ccccc1NC(=O)NC1(C(=O)N2CCOCC2)CCCCC1	-1%	2%	0%	-2%	-6.7%	-12%	-0.6%	-6%	-8%	3%	-1.3%
Cc1ccc(-c2nc(CS(=O)CC(=O)NCCC(C)C)c(C)o2)cc1 (configuration not stated)	-5%	-6%	·	-3%[2.3 µM]	-2.2%	-1%	-1.2%	-3%	·	-4%	0.2%
CCN(CC)c1ccc(NC(=O)c2cncc(Br)c2)cc1	9%	-8%	0%	-29%	-0.7%	-2%	-0.4%	?	9%	-8%	1.2%
O=c1cc(-c2ccccc2)nc(N2CCN(Cc3ccc4c(c3)OCO4)CC2)[nH]1	1%	-12%	2%	-2%	-1.6%	-2%	-1.2%	17%	6%	-3%	-5.8%
CC(C)(C)n1nc(C2CC2)cc1NC(=O)Nc1ccc(Cl)cc1	-3%[9.17 µM]	4%[11.4 µM]	3%[9.22 µM]	-4%[11 µM]	3.1%[9.22 µM]	-14%[11.4 µM]	0.0%[15.4 µM]	-6%[7.6 µM]	·	-5%[11.4 µM]	-1.0%[15.4 µM]
O=C(C1CCN(c2nnc(-n3cccc3)s2)CC1)N1CCN(c2cccc(C(F)(F)F)c2)CC1	-11%	14%	-1%	3%	-4.0%	-2%	0.0%	-7%	35%[activator]	3%	0.1%

# Compound profiles, from the list above. Order of screens: Ub-GFP proteasome, HADH2 inhib, Epigenetic mod, Hsp90 Hop PPI, HBB splicing, Pol III holo inh, BRCT inh red, CRE-bla Fsk, USP2a inh, 15-hLO inh, BRCT PPI green
# CC(C)(C)n1nc(C2CC2)cc1NC(=O)Nc1ccc(Cl)cc1 as listed: -3%[9.17 µM], 4%[11.4 µM], 3%[9.22 µM], -4%[11 µM], 3.1%[9.22 µM], -14%[11.4 µM], 0.0%[15.4 µM], -6%[7.6 µM], ·, -5%[11.4 µM], -1.0%[15.4 µM]
# Cc1ccc2oc(=O)c3cc(C(=O)NCCN4CCN(C)CC4)sc3c2c1 as listed: 9%, -4%, ·, -3%[2.3 µM], 0.3%, -6%, -0.1%, ?, ·, -3%, 0.9%
# CCOC(=O)c1csc(NC(=O)CSc2nnnn2-c2ccc(OC)cc2)n1 as listed: -4%, 24%, 0%, -1%, ·, 6%, 2.3%, -2%, 4%, 0%, -2.1%

# Only part of the results is shown; count on the stated rates, not on these rows.
